OXTR potentiator = potentiators of human oxytocin receptor | P30559 | CHO-OTR cells, Fluo-8 calcium fluorescence, potentiator mode; 0% = oxytocin EC15, 100% = EC100 | activation, % at 3 µM | actives 0.061% (n = 320,000);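 active means activation above that plate's cutoff, the mean activation of tested compounds plus 3 SD, cut at about 6.6% in these data, passing the limit was not always enough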;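 further: 100% uses oxytocin at 75 nM as the full agonist control; some results filed as inactive read as strong as hits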
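assay system = CHO-OTR cells, human receptor | schedule = compound 6 min at room temperature before oxytocin, 100 s read | detection = Fluo-8 intracellular calcium fluorescence, ex 470-495, em 515-575 nm | evaluation = normalized max/min fluorescence ratio, % activation | control set = EC15 oxytocin alone as 0%, 75 nM oxytocin (EC100) as 100%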
TAAR1 antagonist = human TAAR1 antagonism | CHO RD-HGA16 TAAR1, Fluo-8 calcium fluorescence, antagonist | inhibition, % at 3 µM | actives 1.5% (n = 360,000) | AID 624466;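 active means inhibition above a per-plate cutoff, the mean inhibition of test compounds on that plate plus 3 SD, cut at about 49% in these data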;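 further: 0% = DMSO plus EC80 beta-PEA response and 100% = DMSO alone without agonist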
Target sequence (Q96RJ0 whole entry, looked up): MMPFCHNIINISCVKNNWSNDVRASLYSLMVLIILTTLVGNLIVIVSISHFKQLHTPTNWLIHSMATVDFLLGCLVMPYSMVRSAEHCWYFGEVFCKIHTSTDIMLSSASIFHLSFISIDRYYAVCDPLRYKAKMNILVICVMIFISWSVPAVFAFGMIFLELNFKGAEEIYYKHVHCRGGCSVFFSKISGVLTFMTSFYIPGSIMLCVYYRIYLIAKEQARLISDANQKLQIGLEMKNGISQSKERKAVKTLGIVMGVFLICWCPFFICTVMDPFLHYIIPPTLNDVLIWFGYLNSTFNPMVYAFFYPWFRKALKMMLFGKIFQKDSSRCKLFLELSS
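System: RD-HGA16 CHO cells with stable hTAAR1 and Gα16 | Probe or stimulus: EC80 β-phenethylamine stimulus | Dosing: 3 µM, single point | Times: Dye loading 75 min at 37 °C, then 30 min room temperature | Measured by: Fluo-8 calcium-sensitive fluorescence | Read-out basis: % inhibition of agonist calcium response | Replicates: n of 1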
OXTR ag = activates the human oxytocin receptor | P30559 | CHO-OTR cells, Fluo-8 calcium fluorescence; normalized: DMSO 0%, oxytocin 100% | activation, % at 3 µM | actives 0.32% (n = 320,000);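 active means activation above the mean of all tested compounds plus 3 SD, cutoff set per screening run, cut at about 20% in these data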;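 further: peak over basal fluorescence ratio from a 100 s FLIPR kinetic read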
CHO-K1 Ca antag = nonselective inhibitor or artifact in parental CHO-K1 cells. actives 0.6% (n = 360,000). ATP-induced calcium, Fluo-8 fluorescence. AID 602250. inhibition, % at 3 µM;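 active means inhibition above a per-plate cutoff, the plate's mean sample inhibition plus 3 SD, cut at about 24% in these data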;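 further: 0% = DMSO plus EC80 ATP and 100% = DMSO alone without ATP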
CHO parental Ca = counter-screen: ATP calcium response change in parental CHO cells. parental CHO-K1, ATP-induced calcium, Fluo-8 fluorescence. inhibition, % at 5.6 µM. actives 0.63% (n = 330,000). AID 463079;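 active means inhibition above that plate's mean sample inhibition plus 3 SD, cut at about 26% in these data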;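 further: 0% = ATP-challenged DMSO wells and 100% = DMSO wells without ATP; some compounds past the cut are filed as inactive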
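Material: Parental CHO cells | Reagent: ATP | Compound dosing: Single nominal dose of 5.6 µM per compound | Detection: Intracellular calcium via Fluo-8 no-wash fluorescent dye | Read-out: % inhibition of ATP-induced calcium mobilization | Benchmarks: Low control ATP plus DMSO, high control DMSO only | Replicates: Singlicate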
V1R ag counter = V1a receptor agonism, counter-screen for OXTR agonists; actives 0.25% (n = 320,000); activation, % at 3 µM; AID 2797; P37288; CHO-V1R cells, Fluo-8 calcium fluorescence, agonist mode; 0% DMSO, 100% 3 nM vasopressin;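 active means activation above the mean activation of all tested compounds plus 3 SD, per screening run, cut at about 20% in these data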;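 further: signal is peak over basal fluorescence ratio across a 100 second FLIPR read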
Target sequence (P37288 whole entry, looked up): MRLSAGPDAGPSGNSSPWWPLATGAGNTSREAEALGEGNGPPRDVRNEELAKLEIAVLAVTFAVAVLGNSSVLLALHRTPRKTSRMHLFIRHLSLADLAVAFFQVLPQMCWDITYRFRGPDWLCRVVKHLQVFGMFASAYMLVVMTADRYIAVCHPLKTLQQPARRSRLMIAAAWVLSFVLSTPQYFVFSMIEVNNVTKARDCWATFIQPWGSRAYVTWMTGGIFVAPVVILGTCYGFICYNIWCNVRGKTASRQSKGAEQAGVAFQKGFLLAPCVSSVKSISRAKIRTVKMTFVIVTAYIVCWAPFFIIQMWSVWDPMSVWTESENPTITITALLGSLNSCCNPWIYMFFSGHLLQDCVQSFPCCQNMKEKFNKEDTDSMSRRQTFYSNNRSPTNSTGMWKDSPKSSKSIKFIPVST
M1 PAM parental = M1 PAM counterscreen hit in parental CHO-K1 cells. actives 0.02% (n = 360,000). AID 602247. ATP EC20, Fluo-8 calcium fluorescence; 0% at ATP EC20, 100% at ATP max. activation, % at 3 µM;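 active means activation above the run cutoff, the mean activation of all test compounds plus 3 SD, cut at about 40% in these data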;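 further: peak over basal fluorescence ratio in a 140 s read after ATP addition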
M1 ag parental = M1 agonist counterscreen hit in parental CHO-K1 cells. activation, % at 3 µM. Fluo-8 calcium fluorescence; scaled to maximal ATP response, vehicle zero. actives 0.48% (n = 360,000); in the data active means activation above about 15%;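 further: untransfected CHO-K1 host cells lacking M1 receptor as counterscreen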
GPR7 antagonist = human neuropeptides B/W receptor 1 antagonism; GPR7-expressing cells, fluorescence antagonist assay; inhibition, % at 4.4 µM; actives 1.1% (n = 290,000); AID 1861; in the data active means inhibition above about 16%, passing the limit was not always enough;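 further: cells stimulated with the agonist NPW; 0% = agonist with vehicle and 100% = vehicle without agonist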
An asterisk follows results filed as active; · = no result given.

Second line of a record: OXTR potentiator	TAAR1 antagonist	OXTR ag	CHO-K1 Ca antag	CHO parental Ca	V1R ag counter	M1 PAM parental	M1 ag parental	GPR7 antagonist
CC(=O)Nc1sc(C)c(C)c1C(=O)OCC(=O)N(Cc1ccccc1)C(C)C
→ -5	-2	0.0	-11	-14	-0.1	-10	0.2	·
COc1ccc2nc(SCC(=O)Nc3c(C)cc(C)cc3C)[nH]c2c1
→ -10	-1	2.0	-12	-10	0.0	15	0.3	-1
O=C(NNC(=S)NCc1ccco1)C(c1ccccc1)c1ccccc1
→ -8	-11	0.5	1	-12	-0.8	-11	-0.1	-1
COc1ccccc1NC(=O)CSc1nc2ncccc2[nH]1
→ -5	-4	1.4	-30	-19	1.9	-1	4.1	-12
O=C(NC1CCCCC1)C(c1cccnc1)N(C(=O)CCl)c1ccc(F)cc1 (stereo unspecified)
→ 2	4	-0.4	2	-6	0.1	8	0.6	-7
O=C(CC[C@H]1O[C@@H](n2ccc(=O)[nH]c2=O)[C@H](O)[C@@H]1O)NCCc1c[nH]c2ccccc12
→ ·	10	·	-11	·	·	12	0.4	·
Cc1cccc(NC(=S)NC2CC3CCC(C2)N3Cc2ccco2)c1C (stereo unspecified)
→ 0	1	0.1	-20	-9	0.5	15	1.2	-4
O=[N+]([O-])c1cccnc1Sc1ccc(F)cc1
→ 2	9	-2.8	22	4	-1.1	-25	-0.2	·
O=C(COc1ccccc1C(=O)c1cnn(-c2ccccc2)c1)Nc1ccc2ccccc2c1
→ -8	-8	-0.4	-6	-13	0.0	13	-0.5	-9
CCOC(=O)[C@H]1[C@H]2COc3ccccc3[C@@H]2N2C(=O)c3ccccc3NC(=O)[C@@]12C
→ 3	-7	0.1	-8	-18	-0.7	-7	-0.5	·
CC1(C(=O)Nc2cccc3c2CCCC3)CCN1C(=O)c1cccc(F)c1 (stereo unspecified)
→ ·	-20	·	-24	·	·	24	0.1	·
CN(C(=S)NC(=O)Cc1ccccc1)c1ccccc1
→ -18	17	0.8	-6	3	0.5	17	0.5	6
Cc1ccccc1OCC(=O)N/N=C/c1ccncc1
→ 0	-9	0.7	1	4	0.2	15	2.0	1
O=S(=O)(Nc1ncccn1)c1ccc(NC(=S)NCc2ccco2)cc1
→ -9	-7	0.0	4	-9	1.3	9	0.6	-5
COc1ccccc1C(=O)OCC(=O)NC1CCCC1
→ -11	-13	-0.8	-8	-6	0.6	-10	1.7	-7
O=C1NC(=NCc2ccccc2)S/C1=C\c1ccccc1
→ 6	3	-2.8	-14	-17	0.9	19	0.3	3
CC(C)=CC(=O)NCc1c(Cl)cccc1-n1cccc1
→ 0	-1	-1.3	-11	-4	-1.5	-8	-0.3	-8
Cc1cc(C)c(C#N)c(SCC(=O)Nc2ccccc2C(N)=O)n1
→ 0	-18	1.8	-6	-8	1.2	17	0.3	-8
O=C(Nc1nc2ccsc2c(=O)s1)c1ccc(Cl)cc1
→ -6	-35	-0.3	-11	-11	-0.9	6	0.5	-10
c1ccc2c(-c3ccc(OCCN4CCCCC4)cc3)c(-c3ccsc3)sc2c1
→ 2	44	2.7	-15	-3	0.9	10	0.5	·
O=C(c1c(F)cccc1F)N1CCCc2ccccc21
→ 1	-2	-0.8	6	0	-0.7	-14	-0.2	-8
CC(=O)c1sc(NC(=O)CS(=O)(=O)c2ccccc2)nc1-c1ccccc1
→ -8	19	-1.3	-3	-6	-0.3	-1	-0.1	·
COc1ccc(COC(=O)c2ccc(S(=O)(=O)N3CCC(C)CC3)cc2)cc1
→ ·	-32	·	11	·	·	13	1.1	-7
O=C(O)c1cccc(Cn2c(Cl)c(/C=N/NC(=O)c3ccccc3Cl)sc2=O)c1
→ -5	1	-0.7	-2	-1	-0.3	13	0.3	1
O=c1c2cnn(-c3ccccc3)c2ncn1Cc1cccc(Cl)c1
→ -2	-17	0.0	-13	-9	0.2	21	0.3	-5
CCOC(=O)N1CCN(c2c(NCc3ccc(F)cc3)c(=O)c2=O)CC1
→ 0	-20	0.8	-4	-3	-0.2	2	-0.1	-1
Cc1ccc(C(=O)NC(C)c2ccc(F)cc2)cc1 (stereo unspecified)
→ -6	-10	-0.4	1	9	-0.6	18	0.5	-4
COc1ccc(OC)c(NC(=O)C2(C)CCN2Cc2cccc(OC)c2OC)c1 (stereo unspecified)
→ ·	-5	·	-10	·	·	26	0.8	·
O=C(Cn1c(Cc2ccccc2)nc2ccccc21)NCc1ccc2c(c1)OCO2
→ -3	4	-2.1	-4	0	0.8	6	0.7	-6
CCOC(=O)N1CCN(C(=O)C2CCCN(S(C)(=O)=O)C2)CC1 (stereo unspecified)
→ -2	-3	0.5	-17	1	0.8	14	0.9	-11
Cc1cc(NC(=O)CS(=O)(=O)c2ccc(F)cc2)no1
→ -7	-5	0.6	-7	-12	-0.5	-5	0.7	·
COc1cccc(C(=O)NC2CC3CCCC(C2)N3CC(=O)Nc2ccccc2C(F)(F)F)c1 (stereo unspecified)
→ -10	27	-1.7	-15	-19	-0.4	0	1.9	-15
C[C@H](CO)N1C[C@H](C)[C@@H](CN(C)Cc2ccncc2)Oc2c(cccc2N(C)C)C1=O
→ 1	10	-0.5	4	-7	1.3	-10	-0.4	·
O=C(CCSc1nnc(-c2ccccc2)o1)N1CCOCC1
→ -10	-1	-0.8	-9	-8	0.7	23	0.1	-13
CCCOc1ccc2oc(=O)c3c(c2c1)CCCN3C(=O)CN1CCN(C(=O)c2ccco2)CC1
→ 8	·	0.1	·	-21	-0.9	·	·	2
COc1ccccc1NC(=O)CN1C(=O)C2(OCCCO2)c2ccccc21
→ -8	·	0.3	-4	-22	2.6	4	8.9	3
CCOc1ccc(NC(=O)N2CCC(n3nnc4cc(C)ccc43)CC2)cc1
→ -11	1	-0.2	13	-58	1.5	-3	0.7	-1
COc1cccc(C(=O)NNC2=CC(=O)CC(C)(C)C2)c1
→ -4	7	0.6	-2	-1	0.1	4	0.5	-11
COC(=O)[C@]1(Cc2ccccc2)N[C@H](CN(C)C(=O)C2CCCCC2)[C@@H]2C(=O)N(Cc3ccccc3)C(=O)[C@@H]21
→ -6	-14	-2.4	-16	-24	-0.2	5	0.0	·
CCOc1ccccc1NC(=O)C1C2CCC3C(CCC21)C3(Cl)Cl (stereo unspecified)
→ -1	-30	-1.6	-5	-26	-0.6	-11	0.3	14
Cc1cccc(NC(=O)C2CCN(c3nc(C)cc(C)n3)CC2)c1
→ -4	-10	-1.2	15	1	-1.8	0	0.1	-2
Cc1cc(C)nc(NC(=O)c2cccc([N+](=O)[O-])c2C)n1
→ -14	2	-0.3	-6	-18	0.6	19	1.6	-7
CCOc1ccccc1NC(=O)NCc1ccccc1
→ -2	-3	-1.3	-16	-6	0.2	19	0.1	-17
CC1CN(c2ccc(S(=O)(=O)N3CCOCC3)cn2)CC(C)O1 (stereo unspecified)
→ -7	4	0.4	4	-16	0.2	-8	0.1	2
Clc1ccc(Cl)c(-c2nn3c(Cn4cnc5ccccc54)nnc3s2)c1
→ -7	9	2.9	-7	-13	3.2	14	0.5	-12
N#Cc1ccccc1OCCOCCNC1CCCC1
→ -3	-15	0.3	-5	-1	-0.4	21	0.9	-1
COc1ccccc1Cc1c(-c2ccc(Cl)cc2)nc2c(C)cc(Br)cn12
→ ·	0	·	6	·	·	-9	-0.8	·
Cc1cccc(-c2nc(CS(=O)CC(=O)NC(C)CCc3ccccc3)c(C)o2)c1 (stereo unspecified)
→ -10	0	0.5	-4	-35	3.6	-7	8.5	-2
Cc1ccc(S(=O)(=O)/N=C/c2cc(Br)ccc2O)cc1
→ -9	-18	0.4	9	1	0.8	-14	-0.1	-17
COc1ccc(N=Cc2c(O)c3ccccc3oc2=O)cc1
→ -8	9	-0.5	-1	-18	-0.1	2	2.4	-1

Further records.
Second line of a record: OXTR potentiator	TAAR1 antagonist	OXTR ag	CHO-K1 Ca antag	CHO parental Ca	V1R ag counter	M1 PAM parental	M1 ag parental	GPR7 antagonist
CCC1CCCCN1C(=O)CSc1nnc(CNC(=O)c2cc(OC)c(OC)c(OC)c2)o1 (stereo unspecified)
→ 2	6	-0.5	-6	-21	1.4	16	0.6	3
C=CCn1c(SCC(=O)N(CC)C2CCS(=O)(=O)C2)nc2sc3c(c2c1=O)CCC3 (stereo unspecified)
→ 3	-2	-0.5	0	-21	-0.8	9	0.7	·
O=C(NC(Cc1ccccc1)C(=O)O)OCC1c2ccccc2-c2ccccc21 (stereo unspecified)
→ -8	3	-0.8	-1	-8	0.2	-7	-0.6	-6
COCCn1c(SCC(=O)Nc2ccccc2)nc2c1c(=O)[nH]c(=O)n2C
→ 0	-23	0.7	-2	-4	0.7	15	0.9	-1
COc1ccc(CNC(=O)c2cc(C3CC3)on2)cc1
→ 0	4	-0.2	1	-1	0.2	7	0.5	·
O=C(CCOc1ccccc1)Nc1ccnn1C1CCN(Cc2ccc(O)cc2)CC1
→ -6	-3	-0.8	-3	-10	-0.5	-2	0.6	-6
O=[N+]([O-])c1ccc2c(c1)oc1ccccc12
→ -11	11	-0.7	-18	-6	0.9	-4	0.1	-4
CCOc1ccc(S(=O)(=O)NCCC(=O)NCc2ccco2)cc1
→ -3	8	-1.3	-2	-10	-0.5	14	0.1	-2

High-throughput results as filed in PubChem BioAssay.
